# Bioassay records deposited in PubChem by National Center for Advancing Translational Sciences (NCATS).
# TrxR1 substrate: substrates of rat thioredoxin reductase 1; purified TrxR1 substrate turnover, NADPH consumption readout; Potency, µM (doses to about 114 µM), without a hit: top-dose activity change, negative = substrate turnover; hit rate 0.01% among 390,000; AID 588456; also: potency is read from the fitted curve at half-maximal effect; % is scaled to controls: 0 for no effect and ±100 for the full control effect; nearly all actives have a fitted effect of over 50% in size
# Target sequence (O89049 whole entry, looked up): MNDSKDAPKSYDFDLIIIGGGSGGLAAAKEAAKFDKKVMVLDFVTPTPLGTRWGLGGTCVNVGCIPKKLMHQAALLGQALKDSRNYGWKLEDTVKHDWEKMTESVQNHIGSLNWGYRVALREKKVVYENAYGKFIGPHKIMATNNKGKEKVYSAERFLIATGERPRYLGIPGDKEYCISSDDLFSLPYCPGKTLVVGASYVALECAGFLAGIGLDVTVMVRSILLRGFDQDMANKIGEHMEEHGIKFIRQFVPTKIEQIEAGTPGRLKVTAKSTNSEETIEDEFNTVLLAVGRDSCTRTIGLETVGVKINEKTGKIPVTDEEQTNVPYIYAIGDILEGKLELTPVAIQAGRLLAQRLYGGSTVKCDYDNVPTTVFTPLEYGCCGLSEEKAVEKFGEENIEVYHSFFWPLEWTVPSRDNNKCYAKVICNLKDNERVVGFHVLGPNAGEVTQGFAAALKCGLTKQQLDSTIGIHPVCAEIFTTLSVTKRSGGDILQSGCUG
#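 Rat TrxR1, dispensed at 90 nM, was prereduced with 400 uM NADPH (final) for 5 min at ~22 deg C, then incubated with compound 15 min before 400 uM selenite. A first-read NADPH fluorescence drop versus no-compound background flagged substrates.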
# mIDH1 inhibitor: human IDH1 R132H inhibition; IDH1-R132H enzyme, NADPH consumption, diaphorase/resazurin fluorescence; Potency, µM (top dose mostly 76.6 µM), for inactives: at the highest dose activity change, negative = inhibition, most hits filed as inhibitors; hit rate 0.093% among 390,000; AID 602179; also: potency is read from the fitted curve at half-maximal effect; % is scaled to controls: 0 for no effect and ±100 for the full control effect; nearly all actives have a fitted effect of over 65% in size
#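 IDH1-R132H (0.5 ug/mL) preincubated 30 min with compound, then NADPH (0.016 mM) and alpha-KG (2 mM) added; 80 min at RT, pH 7.5. Remaining NADPH coupled via diaphorase/resazurin to fluorescence (540/590 nm); concentration-response curves normalized to no-enzyme control.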
# TRHR PAM: TRH receptor (human) allosteric enhancement | TRHR cells, fluo-8 calcium fluorescence, EC20 TRH enhancement | enhancement, % at 2 µM | hit rate 0.66% among 360,000 | AID 493056; in the data active = enhancement above about 30%; also: 0% is about no effect
# Target sequence (P34981 whole entry, looked up): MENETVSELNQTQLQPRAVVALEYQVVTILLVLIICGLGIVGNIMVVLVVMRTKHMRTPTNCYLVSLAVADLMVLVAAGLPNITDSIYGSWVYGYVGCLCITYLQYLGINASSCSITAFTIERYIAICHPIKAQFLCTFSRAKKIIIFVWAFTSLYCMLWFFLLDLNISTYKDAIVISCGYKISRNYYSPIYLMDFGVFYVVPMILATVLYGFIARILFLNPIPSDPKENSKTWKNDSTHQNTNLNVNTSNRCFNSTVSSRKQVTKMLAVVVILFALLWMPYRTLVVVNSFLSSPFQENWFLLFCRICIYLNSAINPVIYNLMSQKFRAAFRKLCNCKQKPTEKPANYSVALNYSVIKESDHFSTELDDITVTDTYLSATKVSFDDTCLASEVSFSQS
#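 TRHR-expressing cells loaded with fluo-8 calcium dye were read kinetically (ex 480/em 530) during compound addition, then stimulated with an EC20 of TRH (10 nM final). Enhancement of the Gq-mediated intracellular calcium response was scored.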
# PI4K2A inh: blocks human PI4K2A kinase activity. Q9BTU6. purified PI4K2A, ADP-Glo luminescence, 1 h; active compounds read low. activity change, negative = inhibition, % at 76.9 µM. hit rate 0.13% among 420,000; in the data active = activity change below about -50%; inconclusive = mostly about -30% to -49%;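 also: -100% = wells without enzyme as full effect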
#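 Compounds are screened against recombinant PI4K2A using PI as substrate and ATP, the latter dispensed at 300 microM. Reactions run one hour at ambient temperature before ADP-Glo detection; full inhibition defined by wells lacking enzyme.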
# rTrxR1 inhibitor: inhibitors of rat thioredoxin reductase 1; Potency, µM (top dose mostly 114 µM), inactives show at the highest dose activity change, negative = inhibition, actives largely listed as inhibitors; hit rate 1% among 390,000; recombinant rTrxR1, NADPH fluorescence consumption, selenite substrate; O89049; also: potency is read from the fitted curve at half-maximal effect; % is scaled to controls: 0 for no effect and ±100 for the full control effect; nearly all actives have a fitted effect of over 65% in size
#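 Rat TrxR1 (90 nM in the dispensed reagent) was pre-reduced with 400 uM NADPH for 5 min at room temperature, then incubated with compound for 15 min. After 400 uM selenite was added, NADPH fluorescence (Ex 340/Em 450 nm) was followed for 8 min.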
# USP1-UAF1 inh: inhibitors of human USP1/UAF1 deubiquitinase. O94782. Potency, µM (highest dose often 57.1 µM), without a hit: at the highest dose activity change, negative = inhibition, most hits filed as inhibitors. AID 743255. hit rate 0.23% among 390,000. recombinant USP1/UAF1, Ub-Rhodamine cleavage fluorescence; also: potency is read from the fitted curve at half-maximal effect; % is scaled to controls: 0 for no effect and ±100 for the full control effect; nearly all actives have a fitted effect of over 60% in size; inactives centre near -12
#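 In this screen, compounds sit with the deubiquitinase complex (1nM) for 15 min at room temperature before Ub-Rho is added at 150nM final. Fluorescence rise is then followed for 6 reads every 60 seconds.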
# TRHR agonist: agonists of human TRH receptor; P34981; TRHR cells, calcium flux fluo-8, FDSS agonist mode; activation, % at 2 µM; hit rate 0.18% among 360,000; in the data active = activation above about 30%; also: 0% is about no effect
#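 Fluo-8-loaded TRHR cells; 10 s baseline, compound added, kinetic Ca2+ fluorescence read 1/s, agonist mode.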
# D2 antagonist: D2 dopamine receptor (human) antagonism; P14416; HEK293 TREx D2 cells, calcium flux, dopamine EC80; inhibition, % at 10 µM; hit rate 2% among 340,000; AID 485344; in the data active = inhibition above about 30%; also: 0% is about no effect
#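 Tetracycline-induced HEK293 T-REx cells expressing D2 force-coupled to calcium signalling were dye-loaded, exposed to compound for 180 s, then challenged with an EC80 of dopamine; calcium flux was followed kinetically for a further 180 s.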
# D2 ag: agonists of human D2 dopamine receptor; P14416; AID 485358; HEK293 T-REx D2 cells, calcium flux agonist mode; hit rate 0.53% among 340,000; activation, % at 2 µM;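 active = activation over 3 SD above normal in the single-dose calcium agonist read, cut at about 30% in these data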; also: 0% is about no effect
#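 Tetracycline-induced HEK293 Trex cells with D2 receptor force-coupled to calcium signaling, plated overnight at 30 C and loaded with no-wash calcium dye. Calcium flux read kinetically for 180 s after compound addition; responses flag agonists.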
# Active calls of the source: *; ? = inconclusive; · = not tested or not shown; & = joins results of further samples; [ ] = another dose, or the depositor's remark. Unless noted, calls follow the shape of the dose curve; as a rule, active = well fitted inhibition curve with a large enough effect; inconclusive = small, poorly fitted or top-dose-only effect; inactive = no such curve, though single readings can be large or run the other way.
item	Structure	TrxR1 substrate	mIDH1 inhibitor	TRHR PAM	PI4K2A inh	rTrxR1 inhibitor	USP1-UAF1 inh	TRHR agonist	D2 antagonist	D2 ag
1	Cc1ccc(OCCN2C(=O)c3ccccc3C2=O)c([N+](=O)[O-])c1	-5%[57.1 µM]	11%	-3	0	9%[57.1 µM]	-3%	1.4	16	1.1
2	Cc1cc(C)n(CC(C)C(=O)O)n1 (centres undefined)	8%[57.1 µM]	12%	10	-5	26%[57.1 µM]	-5%	-0.9	-19	-0.9
3	Cc1ccc(NS(=O)(=O)c2c(C)[nH]c(=O)[nH]c2=O)cc1F	8%	-5%	3	-2	24%	-15%	0.1	6	0.2
4	Cc1ccccc1-c1nc2cc(NC(=O)C3CC3)ccc2o1	75%[activator]	-1%	6	-3	61%[activator]	-10%	-0.5	5	-0.3
5	Cn1cnnc1SCC(=O)Nc1ncc([N+](=O)[O-])s1	3%[57.1 µM]	0%	·	-7	-10%[57.1 µM]	-9%	·	·	·
6	Cc1ccc(C)c(CN2C(=O)c3ccccc3S(=O)(=O)c3ccc(C(=O)NCCc4ccc(Cl)cc4)cc32)c1	-5%	·	9	-2	16%	-19%	-0.4	·	-1.3
7	COc1cc(C(C[N+](=O)[O-])c2c(-c3ccccc3)cc3ccccn23)cc(OC)c1OC (centres undefined)	0%	0%	24	4	1.8µM*	-20%	0.2	-5	0.6
8	C/C(=N\OCC(=O)Nc1ccc2c(c1)OCCO2)c1ccc2c(c1)OCCO2	-12%	3%	-4	2	-10%	-4%	-1.2	9	-0.7
9	Cc1cc(-c2ccccc2)nc(N(C)NC(=O)C2CC2)c1S(C)(=O)=O	-7%[57.1 µM]	2%	-3	-2	25%[57.1 µM]	-4%	-1.9	-8	-2.4
10	O=C(NCc1ccc2c(c1)CCN2C(=O)c1ccncc1)c1ccccc1Cl	-10%[57.1 µM]	-16%	-5	0	-7%[57.1 µM]	-1%	0.3	·	-0.1
11	CCN(CC(=O)NCc1ccc(F)cc1)C(=O)c1ccc(C)o1	2%	-2%	32*	-1	4%	-3%	0.7	-1	0.5
12	Cc1ccc(C(=O)Nc2ccc(F)cc2)cc1S(=O)(=O)N1CCCCCC1	0%	-9%	2	-6	14%	-12%	1.4	·	1.6
13	C[C@H](CO)N1C[C@H](C)[C@@H](CN(C)C(=O)NC2CCCCC2)Oc2ccc(NS(=O)(=O)c3ccc(F)cc3)cc2C1=O	0%	17%	·	2	1%	?	·	·	·
14	Cc1cccc(-c2csc(N)c2C(=O)OC(C)C)c1	-13%	3%	11	2	-5%	-10%	-0.5	3	-1.2
15	CN(C)C(=O)Cn1c(=O)n(S(=O)(=O)c2ccccc2)c2ccccc21	-1%	-7%	0	3	20%	4%	0.8	6	0.3
16	CCOc1ccccc1NC(=O)Cn1c(=O)n(Cc2ccco2)c(=O)c2ccc(C(=O)NC3CCCC3)cc21	-1%	-5%	1	1	5%	-19%	0.3	·	0.2
17	Cc1nc2ccccc2n1/N=C/c1ccc([N+](=O)[O-])s1	4%[57.1 µM]	3%	-1	0	-14%[57.1 µM]	-22%	-0.5	8	-0.7
18	COC(=O)c1ccc(/C=N/n2c(C)nc3ccccc3c2=O)cc1	0%[57.1 µM]	-3%	-7	2	17%[2.29 µM]	-13%	-1.5	5	-0.9
19	O=C(c1cc(-c2ccc(Br)cc2)on1)N1CCCC1	4%	-10%	13	-4	21%	-8%	-0.5	9	-1.6
20	CCn1nc(C)c(CN2CCc3c([nH]c4ccccc34)C2c2ccc(F)c(OC)c2)c1C (centres undefined)	1%	3%	-3	-2	13%	-24%	-0.1	13	0.1

# Later entries.
item	Structure	TrxR1 substrate	mIDH1 inhibitor	TRHR PAM	PI4K2A inh	rTrxR1 inhibitor	USP1-UAF1 inh	TRHR agonist	D2 antagonist	D2 ag
21	O=C(OCc1ccccc1)N1CCC2CC1c1c(Cl)cccc12 (centres undefined)	0%	2%[38.3 µM]	·	0	1%	-34%	·	·	·
22	COc1ccc(-c2c(C#N)c(N)nc(Sc3ccc(Cl)cc3)c2C#N)cc1	-4%	9%	0	-2	22%[57.1 µM]	-9%	1.5	-3	0.1
23	COc1ccc(-c2csc(C3=C(O)CN(Cc4ccc(S(N)(=O)=O)cc4)C3=N)n2)cc1OC	-3%	-1%	3	-11	-11%	-25%	1.2	1	-0.6
24	CC(=O)Nc1ccc(S(=O)(=O)NCC(=O)OCC(=O)NCc2ccc3c(c2)OCO3)cc1	4%	9%	·	-1	3%[57.1 µM]	?	·	·	·
25	CCOC(=O)c1cn(-c2ccccc2)nc1-c1ccncc1	10%	4%	1	-3	31%[activator]	-11%	0.0	-8	-0.3
26	CC1(c2nnc(-c3ccncc3)o2)CC(c2ccc([N+](=O)[O-])cc2)=NO1 (centres undefined)	-8%	0%[38.3 µM]	-4	0	-5%	-3%	0.1	10	-0.4
27	Cc1nc(N2CCCC2)ncc1C(=O)Nc1ccccc1	7%[57.1 µM]	·	3	-6	17%[57.1 µM]	-16%	0.4	·	0.0
28	Cc1ccc(SCCNS(=O)(=O)c2ccc(F)cc2)cc1	2%	9%	6	-6	29%	-17%	-1.1	-3	-0.1
29	CC(=O)N1c2ccccc2CCc2ccc(N)cc21	6%[57.1 µM]	3%	-3	-4	28%[57.1 µM]	-4%	0.5	0	0.0
30	Cc1ccc(S(=O)(=O)N2CC(=O)Nc3ccccc32)cc1C	-2%	10%	3	1	-9%	-8%	0.2	-1	0.5
31	O=[N+]([O-])c1ccc(SCCc2ccncc2)cc1	-4%	2%&8%	-9&-1	-4&-4	-6%	?	-0.8&0.3	2&-7	1.0&-0.7
32	Cc1ccc(Cn2ccnc2SCC(=O)NCc2ccccc2Cl)cc1	3%[57.1 µM]	-10%	1	-1	25%[57.1 µM]	-16%	-0.3	·	·
33	Cc1cc(C)nc(N2CCCC(C(=O)NCc3cccc(C(F)(F)F)c3)C2)n1 (centres undefined)	5%[57.1 µM]	6%	-4	-3	13%	-7%	-0.9	-25	0.2
34	C=CCNC(=O)c1ccc(Sc2ccc(C)cc2)c([N+](=O)[O-])c1	-13%	-3%	-12	-8	5%[57.1 µM]	3%	-0.8	-9	-0.1
35	Cc1c(Cl)cccc1N1C(=O)CC(NNC(=O)c2cccnc2)C1=O (centres undefined)	-2%	5%	11	-2	0%	-17%	0.2	0	-0.3
36	C/C(=N/NC(=O)CSc1ccccn1)c1ccc([N+](=O)[O-])cc1	-3%	0%	-4	4	-2%	-14%	-0.4	0	-0.4
37	COc1ccc(NC(C)=O)cc1NC(=O)CN1CCN(CC(=O)Nc2ccc(Cl)cc2)CC1	-12%	3%	4	4	18%[57.1 µM]	-5%	-2.9	-24	0.4
38	CC(=O)c1ccc(Oc2nc3c(c(=O)n(C)c(=O)n3C)n2C)cc1	1%[57.1 µM]	-4%	4	-2	7%	5%	0.4	-5	0.5
39	COc1ccc(N2C(=O)NC3CC2(C)Oc2ccccc23)cc1 (centres undefined)	0%	8%	-4	2	8%	0%	0.5	3	0.9
40	COc1ccc(CCNC(=O)COC(=O)CNS(=O)(=O)c2ccc(SC)c([N+](=O)[O-])c2)cc1	-3%	1%	4	-2	-5%	-21%	-0.1	-14	0.4

# (more compounds)
item	Structure	TrxR1 substrate	mIDH1 inhibitor	TRHR PAM	PI4K2A inh	rTrxR1 inhibitor	USP1-UAF1 inh	TRHR agonist	D2 antagonist	D2 ag
41	CCOc1ccccc1C(=O)Nc1nn[nH]n1	4%	-4%	2	-5	17%	-18%	-0.5	19	-1.6
42	COc1ccc(CNC(=O)CN(C)S(=O)(=O)c2ccc3c(c2)OCCO3)cc1OC	-5%	26%	-1	0	-10%	-21%	-0.2	-14	0.6
43	O=C(c1ccccc1)N1CCN(Cc2ccc3c(c2)OCO3)CC1	6%[57.1 µM]	3%	6	2	14%	-14%	0.2	8	16
44	CC(C)c1ccc(NC(=O)CS(=O)(=O)c2cccc3nsnc23)cc1	4%[57.1 µM]	-4%	3	6	14%[57.1 µM]	-21%	-0.7	·	0.2
45	O=C1CN(S(=O)(=O)c2cccc(Br)c2)CCN1	13%[57.1 µM]	-4%	·	-2	29%[57.1 µM]	?	·	·	·
46	COc1cccc(CN2CCNC(=O)C2CC(=O)NCCCN2CCCC2=O)c1 (centres undefined)	-1%	2%	-1	-4	?	-8%	-0.2	-1	-0.1
47	COc1ccc(/C=N/NC(=O)c2cc(C(C)(C)C)[nH]n2)cc1COc1ccc(F)cc1F	-2%	-1%	-8	-12	26%	-6%	-1.4	13	-0.7
48	COc1cc(Cl)ccc1OCc1cc(C(=O)N2CCCCCCC2)no1	-4%	12%	4	-2	21%	-9%	-0.2	4	-0.6
49	O=C(NC1CCCC1)c1cccc2c1C(=O)c1ccc(/C=C/c3ccccc3)cc1S2(=O)=O	6%[57.1 µM]	-2%	-7	4	2%[57.1 µM]	?	4.9	-16	2.2
50	COc1ccc2c3c([nH]c2c1)C1CC2C(CC(O)C(OC)C2CO)CN1CC3 (centres undefined)	12%	4%	4	-1	-14%	?	0.0	6	0.7
51	Cc1cn(C)c(CC(=O)N2CCN(c3cccc(Cl)c3)CC2)c1C(=O)O	6%[57.1 µM]	-7%	-2	0	14%[57.1 µM]	-15%	0.3	·	-0.1
52	O=C(NC1CCCCC1)C1CCC(=O)N(C2CC2)C1 (centres undefined)	3%	1%	16	-1	18%	-23%	-0.4	-4	0.1
53	CCCc1cc(=O)[nH]c(SCC(=O)NC(=O)NC2CCCC2)n1	2%	3%	2	-5	15%	-19%	0.5	32*	0.6
54	COc1ccc(S(=O)(=O)N2CCSC2C)cc1C (centres undefined)	-2%	17%	-4	4	19%	-15%	-1.7	-7	-0.2
55	Cc1ccc([N+](=O)[O-])cc1-c1ccc(/C=C(\C#N)c2[nH]nc(N)c2C#N)o1	-5%	-1%	-5	4	-3%	-17%	-0.1	1	0.3

# Two compounds from above, reduced to rTrxR1 inhibitor.
no. | structure | rTrxR1 inhibitor
47 | COc1ccc(/C=N/NC(=O)c2cc(C(C)(C)C)[nH]n2)cc1COc1ccc(F)cc1F | 26%
46 | COc1cccc(CN2CCNC(=O)C2CC(=O)NCCCN2CCCC2=O)c1 (centres undefined) | ?
